Source: PubChem (National Center for Advancing Translational Sciences (NCATS))
IMPase cell inh = IMPase inhibition in cells; CHO-M1 cells, IP1 accumulation, HTRF TR-FRET ratio; inhibition (IP1 accumulation), % at 46.1 µM; 120,000 tested, under 10 active; active = well fitted curve in the direction sought with a large enough effect in the signal ratio, not every such curve was filed as active; inconclusive = small, poorly fitted or top-dose-only effect, or a change in a side signal; inactive = no such curve, though single readings can be large or run the other way; the % refers to the signal ratio;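 also: cells stimulated with carbachol in lithium chloride buffer; plate controls were DMSO basal wells for no effect and reference inhibitor wells for full effect; higher means more IMPase inhibition seen as more IP1 and lower FRET ratio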
Target sequence (P97697 whole entry, looked up): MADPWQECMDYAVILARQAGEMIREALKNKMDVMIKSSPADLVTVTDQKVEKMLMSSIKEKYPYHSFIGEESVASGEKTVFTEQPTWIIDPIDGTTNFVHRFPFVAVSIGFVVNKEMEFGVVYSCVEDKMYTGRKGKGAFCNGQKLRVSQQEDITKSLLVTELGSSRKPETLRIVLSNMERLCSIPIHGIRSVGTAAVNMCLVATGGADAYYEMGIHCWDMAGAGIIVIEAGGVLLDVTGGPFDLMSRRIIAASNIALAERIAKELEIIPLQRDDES
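CHO-M1, 2000 cells/well, cultured 16–30 h; cpd up to 46 uM; carbachol (50 uM solution, stimulation buffer w/ 50 mM LiCl, pH 7.4), 30 min 37C; IP-One TR-FRET, 10 min RT; Ex 320/Em 665, 620; Hill-fit AC50.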
ALOX12 inhib = blocks human 12-lipoxygenase activity; Potency, µM (titrated, usually from 57.1 µM), inactives show at the highest dose activity change, negative = inhibition, hits mostly inhibitors; P18054; purified 12-hLO, xylenol orange hydroperoxide absorbance; AID 1452; 150,000 tested, 0.12% active; also: potency is read from the fitted curve at half-maximal effect; nearly all actives have a fitted effect of over 55% in size; many of its hits are not listed in these tables
Target sequence (P18054 whole entry, looked up): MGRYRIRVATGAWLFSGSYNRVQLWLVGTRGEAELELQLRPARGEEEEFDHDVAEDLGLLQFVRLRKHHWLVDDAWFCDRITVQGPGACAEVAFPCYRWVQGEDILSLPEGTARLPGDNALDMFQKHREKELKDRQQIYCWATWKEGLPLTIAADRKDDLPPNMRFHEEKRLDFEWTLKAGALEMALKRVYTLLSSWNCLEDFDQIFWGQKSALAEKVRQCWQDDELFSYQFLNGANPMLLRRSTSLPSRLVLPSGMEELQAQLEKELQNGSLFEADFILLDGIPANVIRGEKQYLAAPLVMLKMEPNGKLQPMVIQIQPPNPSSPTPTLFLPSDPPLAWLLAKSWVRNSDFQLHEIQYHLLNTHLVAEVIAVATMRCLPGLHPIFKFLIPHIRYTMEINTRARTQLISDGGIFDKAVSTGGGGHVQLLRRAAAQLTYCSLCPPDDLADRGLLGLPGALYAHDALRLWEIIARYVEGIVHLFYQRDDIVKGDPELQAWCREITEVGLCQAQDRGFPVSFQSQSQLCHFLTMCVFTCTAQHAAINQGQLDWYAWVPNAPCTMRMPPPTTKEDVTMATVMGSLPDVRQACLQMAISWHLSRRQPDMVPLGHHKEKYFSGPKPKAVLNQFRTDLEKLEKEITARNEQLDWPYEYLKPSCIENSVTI
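Purified human 12hLO (150 nM), preincubated 15 min with compound, then 40 uM arachidonic acid for 30 min, room temperature, Hepes pH 7.0 with 0.01% Triton X-100. Hydroperoxide detected by ferrous iron/xylenol orange; 573/405 nm absorbance ratio gives reaction progress.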
15-hLO-2 inh = 15-hLO-2 (ALOX15B) enzyme inhibition. purified 15hLO-2, xylenol orange hydroperoxide absorbance. Potency, µM (top dose mostly 57.1 µM), inactives show top-dose activity change, negative = inhibition, most hits filed as inhibitors. 110,000 tested, 0.56% active; also: potency is read from the fitted curve at half-maximal effect; nearly all actives have a fitted effect of over 60% in size; many of its hits are not listed in these tables
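Enzyme 50 nM, AA 45 uM, 25 mM Hepes pH 7.5 + 0.01% Triton X-100; cpd preinc 15 min RT, rxn 90 min RT; stop/detect with 200 uM XO + 300 uM Fe(II) in 50 mM H2SO4, 30 min; A573/A405.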
PNC inhibitor = blocks assembly of the perinucleolar compartment | PC3M PTB-GFP, PNC prevalence imaging, 16 h; hits give low values | activity change (PNC), negative = inhibition, % at 10 µM | 140,000 tested, 3.1% active | AID 2417;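 active = readout at or below -70, meaning at least 70% loss of cells showing the perinucleolar compartment, a nuclear body marking cancer cells; inconclusive = readout between -30 and a set limit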;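 also: plate controls were DMSO wells for no effect and camptothecin positive control wells for full effect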
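Compounds are pinned in duplicate onto adhered PC3M cells stably expressing GFP-tagged PTB and incubated 16 h at 37 C. Cells are then fixed, nuclei stained with Hoechst, and PNC-positive cells counted.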
An asterisk follows results filed as active; ? = inconclusive; / = no result given; [ ] = dose if it differs, or a comment. Unless noted, calls follow the shape of the dose curve; as a rule, active = well fitted curve in the direction sought with a large enough effect; inconclusive = small, poorly fitted or top-dose-only effect, or another doubt; inactive = no such curve, though single readings can be large; an effect the other way counts as inactive or inconclusive. Unless noted, % is scaled to controls: 0 for no effect and ±100 for the full control effect.

IMPase cell inh	ALOX12 inhib	15-hLO-2 inh	PNC inhibitor	SMILES
-15.6	4.7%	/	-14.8	CCN(c1ccccc1)c1cc(C)nc2nc(C)nn12
4.1	3.2%	-2.4%	-3.8	CCC(C)NC(=O)CS(=O)Cc1nc(-c2cccc(C)c2)oc1C (stereo unspecified)
?	1.0%	/	?	O=C(NCCCc1ccccc1)C1CC(=O)N(c2ccc3c(c2)OCCO3)C1 (stereo unspecified)
9.1	1.0%	/	?	N#Cc1cc(Oc2ccccc2)c(-n2nnc3ccccc32)cc1C#N
2.9	-7.9%	-5.1%	21.9	COc1ccccc1-n1c(C)cc(SC)c(C(C)=O)c1=S
0.1	-11.1%	-29.1%	-2.1	CCOC(=O)c1c(C)n(C)c2ccc(O)c(CN(C)C)c12
/	-5.3%	/	?	CCN(CC)c1ccc(NC(=O)c2ccccc2)cc1S(=O)(=O)Nc1ccccc1OC
0.2	-10.3%	-4.5%	7.0	CCOC(=O)CSc1nnc(-c2ccoc2C)n1-c1ccc(OCC)cc1
-0.6	1.1%	-11.9%	55.6	COc1ccc(S(=O)(=O)n2nc(OC(=O)c3ccco3)cc2N)cc1
0.4	-1.0%	6.2%	?	CC1CCN(C(=O)c2ccc(N(C)S(C)(=O)=O)cc2)CC1
/	0.3%	/	7.7	COc1cc(OC)c(C(=O)OC(C)C(=O)Nc2cccc(C(F)(F)F)c2)cc1OC (stereo unspecified)
-3.5	-2.5%	/	?	C=CCn1c(SCC(=O)c2[nH]c(C)c(C(=O)OCC)c2C)nc2scc(-c3ccc(OC)c(OC)c3)c2c1=O
-13.3	-9.5%	9.2%	-29.7	CCOC12NC(=O)CC(=O)N1C(c1ccccc1)=CS2 (stereo unspecified)
-5.3	-14.8%	?	?	COC(=O)/C(=C/Nc1cccc2ccccc12)[N+](=O)[O-]
6.0	-5.0%	27.2%	?	O=C(Nc1ccccn1)C1(c2ccccc2)CCCC1
8.6	-18.9%	3.9%	36.9	C=C(C)COc1ccc(-c2nc(N)ncc2Oc2ccccc2OC)c(O)c1
6.5	-10.4%	?	15.8	N#Cc1c(N)sc2c1CCCCCC2
?	-8.5%	-2.4%	-27.1	Cc1ccccc1CN1C(=O)C2(OCCCO2)c2ccccc21
6.3	-10.3%	3.5%	26.0	O=C(Nc1cccc(C(F)(F)F)c1)c1cccnc1N1CCN(c2ccccc2)CC1
9.5	2.5%	0.7%	?	Cc1cc(C)c(NC(=S)N2CCC(N(C)CC3CCCO3)CC2)c(C)c1 (stereo unspecified)

Full records from above. Order of screens: IMPase cell inh | ALOX12 inhib | 15-hLO-2 inh | PNC inhibitor
`O=C(Nc1cccc(C(F)(F)F)c1)c1cccnc1N1CCN(c2ccccc2)CC1` across the screens: 6.3 | -10.3% | 3.5% | 26.0
`Cc1ccccc1CN1C(=O)C2(OCCCO2)c2ccccc21` across the screens: ? | -8.5% | -2.4% | -27.1
`C=CCn1c(SCC(=O)c2[nH]c(C)c(C(=O)OCC)c2C)nc2scc(-c3ccc(OC)c(OC)c3)c2c1=O` across the screens: -3.5 | -2.5% | / | ?
`COC(=O)/C(=C/Nc1cccc2ccccc12)[N+](=O)[O-]` across the screens: -5.3 | -14.8% | ? | ?

Carrying on:
IMPase cell inh	ALOX12 inhib	15-hLO-2 inh	PNC inhibitor	SMILES
5.3	-2.5%	5.1%	?	COc1cccc(NC(=O)c2cnsn2)c1
/	5.4%	/	-14.9	CC12CCC(C(=O)Nc3cc(Cl)ccc3Cl)(C(Br)C1=O)C2(C)C (stereo unspecified)
/	-4.8%	/	?	CCn1c(=O)c(C(=O)CN2CCN(S(=O)(=O)c3ccc(C)cc3C)CC2)c(N)n(Cc2ccccc2)c1=O
/	2.2%	/	?	CCOC(=O)COc1cccc2c(=O)n(CC(=O)NCCc3ccc(OC)c(OC)c3)ccc12
0.9	-3.5%	-10.1%	-13.9	CCOC(=O)c1oc2ccc(S(=O)(=O)n3nc(-c4ccc(Cl)cc4)cc3N)cc2c1C
-0.1	-7.9%	-14.6%	-24.1	CCC(Sc1nc2cc3c(cc2c(=O)n1Cc1ccco1)OCO3)C(=O)NCCOC (stereo unspecified)
-0.7	0.9%	3.0%	?	CCc1[nH]nc2c1C(c1cccc(OC(=O)N3CCOCC3)c1)C(C#N)=C(N)O2 (stereo unspecified)
1.0	3.0%	6.8%	-14.7	CCc1ccc(NC(=O)CCN2C(=O)c3cccnc3C2=O)cc1
5.4	1.4%	/	-13.9	O=C(/C=C/c1ccccc1Cl)N(c1ccccn1)C1CCCCC1
7.5	2.5%	-1.1%	-12.1	CCOc1ccc2[nH]c(=O)c(CN(CCc3ccccc3)C(=O)N3CCOCC3)cc2c1
2.8	4.8%	-0.9%	39.1	O=[N+]([O-])c1ccc(Sc2cccc3cccnc23)cc1
1.8	2.4%	3.4%	-14.1	Cc1c(C(=O)NCCN2CCOCC2)oc2ccccc12
/	0.0%	/	?	Cc1ccc(/C=N/NC(=O)CSc2nnc(-c3ccc(Cl)cc3)n2-c2ccccc2)o1
5.9	-0.1%	3.8%	15.3	CCOC(=O)Oc1ccc2c(c1)C(C)=CC(C)(C)N2C(=O)OCC
-3.2	1.8%	29.1%	?	O=S(=O)(NC1c2cccc3cccc(c23)C1N1CCNCC1)c1ccccc1 (stereo unspecified)
-3.4	0.0%	11.2%	-8.0	CC1CCN(CCNC(=O)CN(C)S(=O)(=O)c2cccc3nsnc23)CC1
/	-1.0%	/	89.4	COc1ccc2[nH]c(=O)c(CN(Cc3cccs3)C(=S)Nc3ccccc3)cc2c1
/	1.7%	/	?	C[N+](C)(CC#Cc1ccccc1)CC(=O)c1ccccc1
/	-17.9%[11.4 µM]	21.9%[11.4 µM]	/	O=[N+]([O-])c1ccc([C@@H](Nc2ccccc2)c2ccc3cccnc3c2O)cc1
-3.8	-1.3%	6.1%	42.9	Cc1ccc(N(C(=O)c2ccc(Br)o2)C2C=CS(=O)(=O)C2)cc1 (stereo unspecified)
/	1.0%	/	-0.8	O=C(NC(=S)NCC1CCCO1)c1cccc([N+](=O)[O-])c1 (stereo unspecified)
8.4	-1.7%	0.0%	-21.8	COc1ccc(NC(=O)C2CC(=O)N(C)C(=Nc3ccc4c(c3)OCO4)S2)cc1 (stereo unspecified)
9.6	-28.1%	-17.8%	7.1	COc1ccccc1NC(=O)CSc1nc2sc(C)c(C)c2c(=O)n1Cc1ccco1
4.7	1.7%	12.2%	121.3	COc1ccccc1/C=N/n1c(N)c(C(=O)NC2CCCCC2)c2nc3ccccc3nc21
4.2	-3.3%	/	-6.4	O=C(Cn1cnc2c(nnn2Cc2ccc(F)cc2)c1=O)NCc1ccc2c(c1)OCO2
0.0	-2.5%	3.5%	5.6	CCCn1c(SCC(=O)OCc2ccccc2)nc2c1c(=O)n(C)c(=O)n2C
0.8	-4.8%	-0.4%	29.4	O=C(Cn1nnc2c(cnn2-c2ccc(F)cc2)c1=O)c1ccccc1F
3.5	-3.8%	-7.8%	61.9	CC(C)Oc1ccc(C(=O)Nc2ccc(NC(=O)c3ccco3)c(Cl)c2)cc1
/	3.7%	/	?	COc1cc(OC)c(C2SCCS2)c(OC)c1
8.3	-12.7%	13.6%	-25.4	Clc1ccc(N2CCN(c3cnc4ccccc4n3)CC2)cc1
2.8	5.1%	-1.1%	-0.6	CCCOC(=S)Nc1ccccc1
10.7	1.4%	/	-29.1	Cc1ccc(C(NC(=O)NC(C)c2ccccc2)C(Cl)(Cl)Cl)cc1F (stereo unspecified)
0.7	1.0%	/	?	CCOC(=O)N1CCN(C(=O)Nc2ccc3nccnc3c2)CC1
5.4	-4.2%	/	17.3	C=CCNC(=S)NNC(=O)COc1c(Cl)cc(Cl)cc1Cl
-3.3	3.8%	-2.6%	60.8	COc1ccc(-c2nnc(NC(=O)C3CCCO3)s2)cc1 (stereo unspecified)
0.3	-9.3%	-8.6%	8.7	COc1cccc(C2C=C(c3ccc(OC)cc3OC)Nc3nnnn32)c1 (stereo unspecified)
-4.1	-0.2%	-10.2%	12.1	CC(=O)Nc1ccc(NC(=O)CSC2=NCCS2)cc1
-21.8	?	/	-17.7	Cc1cc2n(n1)SC(Nc1cccc3ccccc13)N2 (stereo unspecified)
5.6	-4.6%	-3.6%	13.5	CCOC(=O)/C=c1\sc2n(c1=O)CCN=2
/	-2.8%	/	?	COCCNC(=O)/C(C#N)=C/c1cccc(/C=C(\C#N)C(=O)NCCOC)c1
8.8	-15.1%	1.7%	30.9	Cc1ccc(S(=O)(=O)/C=C2\NC(=O)CS2)cc1
5.6	-9.9%	6.6%[2.29 µM]	0.0	O=C1CCCC/C1=C\Nc1ccc(Cl)cn1
-5.2	-3.9%	-19.2%	75.5	CCOC(=O)c1cnc2c(N=Nc3cccc(Cl)c3)c(N)nn2c1N
-10.2	-0.9%	/	?	Cc1ccc(-c2nnc(SCC(=O)N3CC(C)CC(C)C3)o2)cc1C (stereo unspecified)
/	-3.1%	/	87.3	Cc1nn(C2CCS(=O)(=O)C2)c(Cl)c1/C=C/C(=O)OCC(=O)c1cc(C)n(-c2ccc(F)cc2)c1C (stereo unspecified)
15.3	-2.7%	/	204.6	O=C(NCc1ccc(F)cc1)c1cc2sccc2n1Cc1ccc(F)cc1
/	5.4%	/	-1.3	CC(=O)Nc1ccc(OCC(O)CN2C(C)CCCC2C)cc1 (stereo unspecified)
1.8	-6.4%	-4.6%	1.2	Cc1cccc(N2C(=O)c3cccnc3C2=O)c1
11.7	-18.7%	-11.7%	?	O=[N+]([O-])c1ccc(/C=N/n2c(COc3ccccc3)n[nH]c2=S)cc1
8.2	-0.8%	-3.0%	-26.0	COc1ccc(C(C)=O)cc1CN1C(=O)NC2(CCCCCC2)C1=O

Following part
IMPase cell inh	ALOX12 inhib	15-hLO-2 inh	PNC inhibitor	SMILES
9.4	-1.6%	2.1%	-0.7	Cc1nc(SCc2ccc([N+](=O)[O-])cc2)nc2ccccc12
/	0.9%	/	-16.6	Cc1cc(OCCn2ccnc2)cc(C(C)C)c1
/	-3.2%	-4.6%	/	COc1cccc(Cn2c(=O)c(-c3ccc(F)c(F)c3)nc3cncnc32)c1
8.6	0.8%	3.9%[2.29 µM]	?	Cc1ccc(C)c(OCCCN2CCCC2)c1
7.1	-3.6%	33.2%[activator]	?	c1ccc(Cn2c(NCc3ccco3)nc3ccccc32)cc1
0.1	-2.9%	-3.5%	-1.3	COc1ccc(C(=O)Cn2nnc(-c3ccccc3F)n2)cc1
-1.0	-1.9%	-4.0%	?	Cc1cnc(NC(=O)CSc2nnc(CNc3ccc(F)cc3)n2CC2CCCO2)s1 (stereo unspecified)
9.3	-14.8%	8.7%	0.2	N#Cc1cccc(-n2c(-c3ccccc3)nnc2-c2ccccc2)c1C#N
-2.4	-1.0%	46.3%[activator]	/	CCOC(=O)c1ccc(OC(=O)CCCCCN=C(N)N)cc1
4.1	-4.5%	-1.2%	-24.0	COc1cc(CC(=O)OCC(=O)Nc2ccc(S(=O)(=O)N3CCCC3)cc2)cc(OC)c1OC
/	-4.4%	/	9.0	O=C(Nc1ccc(C(F)(F)F)cc1-c1ccccc1)c1ccccc1
-0.5	2.8%	/	-17.9	COCCCNC(NC(=O)c1ccc(Br)cc1)C(Cl)(Cl)Cl (stereo unspecified)
?	-8.6%	-20.6%	?	Cc1noc(NS(=O)(=O)c2ccc(N/C=C/C(=O)c3ccncc3)cc2)c1C

3 records drawn at random from the list so far:
IMPase cell inh	ALOX12 inhib	15-hLO-2 inh	PNC inhibitor	SMILES
-2.4	-1.0%	46.3%[activator]	/	CCOC(=O)c1ccc(OC(=O)CCCCCN=C(N)N)cc1
9.3	-14.8%	8.7%	0.2	N#Cc1cccc(-n2c(-c3ccccc3)nnc2-c2ccccc2)c1C#N
/	0.9%	/	-16.6	Cc1cc(OCCn2ccnc2)cc(C(C)C)c1

Rows are unselected, and some 3.1% of all compounds hit somewhere here.
